Lipid storage S3 – qHTS Assay for Lipid Storage Modulators in Drosophila S3 Cells | Drosophila S3 cells, BODIPY lipid droplet fluorescence, 18-24 h; cells fed with added oleic acid | lipid storage change, negative = inhibition, % at the top dose, mostly 46.1 µM; hits show Potency in µM | 320,000 compounds, 0.64% hits; active = well fitted inhibition curve with a large enough effect in the signal ratio, with a control signal flat, not every such curve was filed as active; inconclusive = small, poorly fitted or top-dose-only effect, or effect the other way, or a change in a side signal; the % refers to the signal ratio
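Drosophila S3 cells loaded with oleic acid (400 uM, as added) and compounds at several concentrations; lipid droplets imaged by 488-nm laser-scanning cytometry, 500–530 nm intensity and object ratio to cell channel. Percent activity normalized to 20 uM Triacsin C.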
Lipid storage S3 cell count max – second read-out of Lipid storage S3, no call of its own (marks repeat the call); cell number change, %; measured here: cell count max response;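 cells counted by Cell Tracker Red CMTPX staining in the red channel; peak over a dose series mostly up to 46.1 µM; percent activity relative to internal control wells on each plate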
Active calls of the source: *; i = inactive; ? = inconclusive; . = not tested or not shown; [ ] = dose if it differs, or a comment. % is set by controls: 0 for no effect and ±100 for the full control effect; potency is the fitted concentration of half-maximal effect. Some of the compounds tested; count on the stated rates, not on these rows.

SMILES | Lipid storage S3 | Lipid storage S3 cell count max
C=CCOC(=O)C1=C(C)OC(N)=C(C#N)C1c1ccccc1F (stereo not given) | ? | .
CNC(=S)Nc1ccccc1-c1ccccc1 | -7.5% | 1.9
CC(=O)Nc1ccc(S(=O)(=O)N2CCSC2c2ccccc2Cl)cc1 (stereo not given) | ? | .
O=C(NCCCN1CCOCC1)c1cc(C(=O)C2CC2)c[nH]1 | 0.2% | -15.5
CN(C)c1ccc(Cl)cc1N | ? | .
Nc1ncnc(Sc2ccc(Cl)cc2)c1[N+](=O)[O-] | ? | .
Cc1c(Cl)cccc1NC(=S)NCCc1ccc(Cl)cc1 | ? | .
CN(C)/C=N/c1c(C#N)cnn1-c1ncnc2sc(-c3ccccc3)cc12 | ? | .
Cc1nnc(NC(=O)C2CC(=O)N(C(C)c3ccccc3)C2)s1 (stereo not given) | 13.2% | 3.4
Cc1ccccc1SCC(=O)NNC(=O)c1ccncc1 | ? | .
CO/N=C(/CS(=O)Cc1ccc(Cl)cc1)c1ccc(Cl)cc1 (stereo not given) | ? | .
Cc1cc(-c2nnc(SCC(=O)NC3CCCC3)o2)no1 | ? | .
CC(=O)c1ccccc1OC(=O)COc1ccc([N+](=O)[O-])cc1 | i | -7.7
CN(C)CCCN1C(=O)C2CCc3[nH]c4ccccc4c3C2C1=O (stereo not given) | ? | .
O=c1c(-c2ccccc2)coc2c(CN3CCOCC3)c(O)ccc12 | ? | .

Arranged by the number under Lipid storage S3 cell count max (smallest number first): four of the compounds above
| canonical_smiles | Lipid storage S3 cell count max |
| --- | --- |
| O=C(NCCCN1CCOCC1)c1cc(C(=O)C2CC2)c[nH]1 | -15.5 |
| CC(=O)c1ccccc1OC(=O)COc1ccc([N+](=O)[O-])cc1 | -7.7 |
| CNC(=S)Nc1ccccc1-c1ccccc1 | 1.9 |
| Cc1nnc(NC(=O)C2CC(=O)N(C(C)c3ccccc3)C2)s1 (stereo not given) | 3.4 |

Carrying on.
SMILES | Lipid storage S3 | Lipid storage S3 cell count max
CC(=O)Nc1ccc(NC(=O)COc2ccc(S(=O)(=O)N3CCCC3)cc2C)cc1 | ? | .
COc1ccc(Br)cc1/C=C/C(=O)NC(=S)Nc1ccc(Cl)c(C(=O)O)c1 | 1.5% | .
O=C(c1ccc(N2C(=O)c3ccccc3C2=O)cc1)N1CCCCC1 | ? | .
COC(=O)CN1C(=O)[C@H]2[C@@H](c3ccc(C)o3)N3C(=O)CN(CC4CC4)C(=O)[C@@]3(Cc3ccccc3)[C@H]2C1=O | ? | .
COc1cccc(N(CC(=O)NCCSCc2ccco2)S(=O)(=O)c2ccccc2)c1 | ? | .
O=C(NCc1cccnc1)c1ccccc1-c1nc(-c2ccccc2)no1 | ? | .
COC(C(=O)Nc1ccc(C(C)=O)cc1)c1ccccc1 (stereo not given) | ? | .
CNC(=O)C1CCC(=O)N1Cc1ccc(C)cc1 (stereo not given) | ? | .
O=C(CCNS(=O)(=O)c1ccc2[nH]c(=O)oc2c1)NCc1ccccc1 | i | -16.8
COC(=O)CSc1nc2c(c(-c3ccc(O)cc3)c1C#N)CCCC2 | ? | .
CCOc1ccccc1NC(=O)N1C2CCCC1CC(NC(=O)C1CC1)C2 (stereo not given) | 7.0% | -6.1
CCNc1nc(NC(C)CC)nc(ON=C(C)C)n1 (stereo not given) | -11.2% | -11.3
O=C(Cc1ccc(O)cc1)NC1CCCCCC1 | ? | .
C=CCc1c(C)nc2c(-c3ccccc3)cnn2c1N1CCOCC1 | ? | .
COc1ccc(S(=O)(=O)N2CCCCC2)cc1NC(=O)c1ccccc1 | ? | .
C=CCSc1n[nH]c2nc3c(c(=O)n12)C1(CCCC1)Cc1ccccc1-3 | i | .
CCOc1ccc(N(CC(=O)Nc2ccccc2C)S(=O)(=O)c2c(C)noc2C)cc1 | ? | .
S=C(Nc1ccc(Cl)cc1Cl)N1CCN(c2ccccn2)CC1 | ? | .
O=C(CN(Cc1ccc(F)cc1)C(=O)CNS(=O)(=O)c1ccc(Cl)cc1)NCC1CCCO1 (stereo not given) | ? | .
Cc1nonc1NC(=O)CSc1nnc(-c2ccoc2C)n1C | ? | .
Cn1nnnc1NCc1ccc(Cl)cc1 | -0.3% | -6.5
Cc1ccc(N(CC(=O)N/N=C/c2cccc(Br)c2)S(C)(=O)=O)cc1 | 20.6% | 12.2
N/C(=N\OS(=O)(=O)c1cc(Cl)ccc1Cl)c1ccncc1 | ? | .
CCNS(=O)(=O)c1ccc2c3c(cccc13)C(=O)N2 | ? | .
CCCNC(=O)C1(CC2CC(c3ccccc3)=NO2)CCN(C(=O)C2CCCC2)CC1 (stereo not given) | ? | .
Cc1noc(C)c1C(=O)N1CCC(Cc2ccccc2)CC1 | ? | .
CCCS(=O)(=O)Nc1ccc(-c2cn3c(n2)SCC3)cc1 | ? | .
C[n+]1cn(/N=C/c2ccccc2)c2ccccc21 | ? | .
Cc1cc(SCC(=O)N/N=C/c2ccc(O)cc2O)c(C)cc1Br | ? | .
COC(=O)c1ccc(S(=O)(=O)NCCc2ccccc2OC)n1C | 10.9% | 1.5
COc1ccc(OC)c(CCNC(=O)c2ccc(NC3=NC4CS(=O)(=O)CC4S3)cc2)c1 (stereo not given) | ? | .
CC(C)CCN(C(=O)CNC(=O)c1cccs1)C(C(=O)NC1CCCC1)c1ccncc1 (stereo not given) | ? | .
CCCOC1CCCN(C(=O)c2cc(COc3c(F)cccc3F)on2)C1 (stereo not given) | ? | .
Cc1nc(N)sc1N=Nc1ccc(Br)cc1 | ? | .
C/C(=N\Nc1ccccc1Cl)c1ccc(-n2ccnc2)cc1 | ? | .
Cc1cccc(OCc2nnc(SCC(=O)c3c(N)n(C4CC4)c(=O)[nH]c3=O)o2)c1 | ? | .
OCC1(Cc2ccccc2)CCCN(C2CCCC2)C1 (stereo not given) | 0.5% | 6.7
CCCCCOc1ccc(NC(=O)CCCC(=O)O)cc1 | ? | .
O=c1cc(O)c2c(=O)n(-c3ccccc3)c3ccccc3c2o1 | -6.5% | 26.4
COc1cc(S(=O)(=O)N2CCCC2)c(C)cc1C | ? | .
O=c1[nH]c2ccccc2c(O)c1-c1cc2ccccc2oc1=O | ? | .
COc1ccccc1N1CCN(CC(=O)c2ccc3ccn(C(C)=O)c3c2)CC1 | 5.0% | 6.1
COc1ccc2nc(SCC(=O)NCc3ccc4c(c3)OCO4)[nH]c2c1 | ? | .
CCOc1ccccc1NC(=S)NCCc1ccc(F)cc1 | ? | .
Cc1cc(-c2nn(-c3ccccc3F)cc2CN2CCN(c3ccccn3)CC2)c(C)s1 | ? | .
Cc1cc(Br)ccc1SCC(=O)NNC(=O)c1ccco1 | 4.7% | -14.3
S=C(NCCN1CCOCC1)N/N=C/c1cccs1 | 9.2% | .
O=C(O)CCC(NC(=S)Nc1ccccc1)C(=O)O (stereo not given) | ? | .
CC(C)c1ccccc1NC(=O)COC(=O)Cc1cccc(C(F)(F)F)c1 | ? | .
Cc1ccc(NC(=O)c2nc[nH]c2C(=O)N2CCN(C(=O)OC(C)(C)C)CC2)cc1 | ? | .
COc1ccc(OC)c(C(=O)COC(=O)c2ccc(C)o2)c1 | ? | .
COC(=O)c1nn(-c2ccc3c(c2)CCN3C(C)=O)cc1O | -16.1% | -2.4
O=C(N/N=C/c1ccccc1[N+](=O)[O-])c1ccc(CN2CCOCC2)cc1 | 1.1% | 8.5
CCCCCNC(=O)[C@@H]1CSC2c3ccccc3C(=O)N21 (stereo not given in full) | ? | .
CN1C(=O)[C@H]2[C@@H](/C=C/c3ccccc3)N3C(=O)CN(CCO)C(=O)[C@@]3(Cc3ccccc3)[C@H]2C1=O | ? | .
O=C(Nc1ccc(-c2nc3ccccc3s2)c(O)c1)C1=COCCO1 | ? | .
OC1(c2cccc(C(F)(F)F)c2)CCN(Cc2nc(-c3cnccn3)no2)CC1 | 15.7% | -0.3
O=C(Nc1ccc(Cl)c(S(=O)(=O)N2CCOCC2)c1)c1ccc(Cl)nc1 | ? | .
Nc1ccc(S(=O)(=O)Nc2nccc(/C=C/c3cccc(Br)c3)n2)cc1 | ? | .
O=C(O)C1CCN1C1CCCCC1 (stereo not given) | ? | .

Other records.
SMILES | Lipid storage S3 | Lipid storage S3 cell count max
Cc1occc1C(=O)NC(C)CCc1ccccc1 (stereo not given) | 0.7% | -13.4
C=CCNCC(=O)N1N=C(c2ccc3ccccc3c2)CC1c1ccc(OC)cc1 (stereo not given) | ? | .
CC(/C=N/NC(=O)c1ccc(Br)cc1)=C\c1ccccc1 | ? | .
CC1=C(C)CS(=O)N(S(=O)(=O)c2ccccc2)C1 (stereo not given) | 14.2% | .
Cn1cnnc1SCC(=O)Nc1cccc(S(=O)(=O)N2CCOCC2)c1 | -0.3% | -4.6
COc1ccc(NC(=O)CN(C)C(=O)c2c(C)nn(Cc3ccc(C)cc3)c2Cl)cc1 | 14.8% | -22.5
CCCOc1ccc(C2C(=O)N(C3CCCCCC3)CC(=O)N2Cc2ccco2)cc1OC (stereo not given) | ? | .
COc1cc(C(=O)OCC(=O)Nc2nnc(-c3ccccc3)o2)cc(OC)c1OC | 16.1% | 8.6
N#CC1(NC(=O)CN2C(=O)NC(c3ccccc3)(c3ccccc3)C2=O)CCCC1 | ? | .
CC(NC(=O)c1ccccc1NC(=O)CN1CCN(c2ccccc2O)CC1)c1ccccc1 (stereo not given) | 8.2µM* | 14.4*
CCOc1ccccc1NC(=O)CSc1nnc2ccc(-c3ccccn3)nn12 | -17.2%[0.0737 µM] | .
COc1ccccc1C(CC(=O)Nc1ccccc1C)c1ccc(OC(C)C)cc1 (stereo not given) | -1.0% | 0.5
CCCN1CN(CCc2ccccc2)CNC1=S | 7.8% | -1.9
CCOc1ccc(Br)cc1S(=O)(=O)N1CCCC1 | 7.9% | -6.5
Cc1ccc(S(=O)(=O)N(CC(=O)N(C)C)c2cccc([N+](=O)[O-])c2)cc1 | ? | .
O=C(Cc1c(Cl)cccc1Cl)NCCc1ccc(Cl)cc1 | ? | .
CN(C)S(=O)(=O)N(CC(=O)N1CCC(Cc2ccccc2)CC1)c1ccccc1 | ? | .
CC1CCN(C(=O)C2CCN(S(=O)(=O)c3cccc4cccnc34)CC2)CC1 | ? | .
COC(=O)c1ccc(/C=C2\CCn3c2nc2cc(C(=O)O)ccc2c3=O)cc1 | 3.4% | 1.2
COc1ccccc1C(=O)Nc1cc2cc(Cl)ccc2oc1=O | 8.2% | -5.2
CCN(CC)S(=O)(=O)c1ccc(OC)c(NC(=O)CSc2cc(C)ccc2C)c1 | ? | .
O=C(COC(=O)CNC(=O)c1cccc([N+](=O)[O-])c1)Nc1cccc(S(=O)(=O)N2CCCCC2)c1 | ? | .
O=C1c2ccccc2C2(c3ccc(F)cc3)NCCN12 (stereo not given) | ? | .
CC(=O)c1ccc(OCCCC(=O)N2CCN(S(=O)(=O)c3ccc(C)cc3C)CC2)cc1 | -1.7% | 17.6
C#CCNC(=O)C1=C[C@H](c2ccccc2)[C@@H](CCCO)[C@H](OCC)O1 | 1.2% | -1.6
CC(=O)Nc1cccc(NC(=O)C2CC3CCC2C3)c1 (stereo not given) | i | 8.2
COc1ccc(OCCC(=O)OCC(=O)NCc2ccc(F)cc2)cc1 | ? | .
O=C(NCCN1CCOCC1)c1c(F)c(F)c(F)c(F)c1F | ? | .
CCOc1ccc(-n2c(C)c(C(C)=O)c(C(C)=O)c2C)cc1 | 14.5% | 17.1
CC(=O)Nc1nc(C)c(-c2csc(Nc3ccc(S(N)(=O)=O)cc3)n2)s1 | 0.1% | 1.1

2 of the compounds above, as tab-separated lines.
molecule	Lipid storage S3	Lipid storage S3 cell count max
CN(C)c1ccc(Cl)cc1N	?	.
Nc1ncnc(Sc2ccc(Cl)cc2)c1[N+](=O)[O-]	?	.

Further structures follow.
SMILES | Lipid storage S3 | Lipid storage S3 cell count max
Cc1cc(NC(=O)c2ccc(NC(=O)C3CC3)cc2)no1 | ? | .
O=C(CC1C(=O)NCCN1Cc1ccccc1)NCCC1=CCCCC1 (stereo not given) | i | 2.6
O=C(Nc1sc2c(c1C(=O)NCCO)CCCC2)c1ccco1 | ? | .
CCN(CC(=O)Nc1cc(S(=O)(=O)N2CCOCC2)ccc1C)Cc1ccccc1 | ? | .
COC(=O)c1ccc(OC)c(CN2CCCN(Cc3cc(C)ccc3C)S2(=O)=O)c1 | ? | .
O=C(CCc1nc2ccccc2c(=O)[nH]1)NNC(=O)COc1ccccc1Cl | ? | .
Cc1ccc(C(C)C)c(OCCN2CCc3ccccc3C2)c1 | -43.6% | -16.4
O=C1C2C3C=CC(CC3)C2C(=O)N1c1ccc(F)cc1 (stereo not given) | ? | .
S=C(Nc1ccc(CN2CCCCC2)cc1)Nc1cccc(Cl)c1Cl | ? | .
CC1(C)CC(=O)C2=C(C1)N(CCN1CCOCC1)C1=C(C(=O)CC(C)(C)C1)C2c1ccc(Cl)c([N+](=O)[O-])c1 | ? | .
COc1cc(CNc2ncc(-c3ccc(Br)cc3)n2C)cc(OC)c1OC | ? | .
CCn1nnc2cc(C(=O)Nc3cc(S(C)(=O)=O)ccc3Cl)ccc21 | i | .
CN(CC(=O)NC1CCN(Cc2ccccc2)CC1)S(=O)(=O)c1ccc(Cl)cc1 | ? | .

Compounds above containing a COOH group:
SMILES | Lipid storage S3 | Lipid storage S3 cell count max
COc1ccc(Br)cc1/C=C/C(=O)NC(=S)Nc1ccc(Cl)c(C(=O)O)c1 | 1.5% | .
CCCCCOc1ccc(NC(=O)CCCC(=O)O)cc1 | ? | .
O=C(O)CCC(NC(=S)Nc1ccccc1)C(=O)O (stereo not given) | ? | .
O=C(O)C1CCN1C1CCCCC1 (stereo not given) | ? | .
COC(=O)c1ccc(/C=C2\CCn3c2nc2cc(C(=O)O)ccc2c3=O)cc1 | 3.4% | 1.2
